# NOD2-RIPK2 inh: NOD2-RIPK2 protein interaction inhibition; O43353; CHO BLA complementation NOD2-RIPK2, CCF4 ratio; inhibition, % at 4.98 µM; 360,000 tested, 0.38% active; in the data active means inhibition above about 21%;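 further: 0% = vehicle only and 100% = reference blocker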
# TLR9-MyD88 block: blocks human TLR9 binding to MyD88; inhibition, % at 4.98 µM; 340,000 tested, 0.21% active; Q9NR96+Q99836; AID 504734; CHO BLA complementation TLR9-MyD88, CCF4 FRET ratio;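 active means inhibition above the mean over all tested compounds plus 3 SD, cut at about 21% in these data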;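 further: 0% = DMSO only wells and 100% = clavulanate BLA inhibitor control wells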
# ABCB6 inh 2: blocks the human ABCB6 transporter; Q9NP58; K562-ABCB6 porphyrin accumulation, flow cytometry, 1 h; stronger effect = lower value; fluorescence ratio to DMSO, % at 10 µM; 360,000 tested, 0.19% active; AID 602162;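 active means fluorescence ratio to DMSO below 75%, the collection mean minus 3 SD; inconclusive means too few cells collected in the well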;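 further: signal is porphyrin accumulated inside mitochondria; 100% equals median channel fluorescence of DMSO control wells; lower ratio means ABCB6 inhibition with less porphyrin fluorescence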
# MC4R barr agon: activates human MC4R beta-arrestin recruitment | 360,000 tested, 0.98% active | P32245 | activation, % at 8.9 µM | U2OS MC4R beta-arrestin complementation, luminescence; percent of melanotan II response, DMSO zero;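 active means activation above a per-plate cutoff, the mean activation of sample wells on that plate plus 3 SD, cut at about 8% in these data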
# Glyco luc inh: blocks N-linked glycosylation in D54 reporter cells | D54 ERlucT glycosylation luciferase reporter, 24 h; percent of 100 nM tunicamycin response | AID 588692 | reporter increase, % at 12.5 µM | 360,000 tested, 0.23% active;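 active means mean luciferase reporter signal, scaled so untreated is 0 and the glycosylation-blocking control 100, at or above a set limit in every replicate; inconclusive means mean reaches the limit but not every replicate does; inactive means mean below the limit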;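 further: luciferase carries N-glycosylation sites so blocking glycosylation raises the light; 0% = median of neutral control wells and 100% = median of 100 nM tunicamycin wells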
# Vif imaging: blocks HIV Vif function | HEK293T cells, Vif self-association by quenched fluorescence, imaging, 24 h | inhibition, % at 7.49 µM | 340,000 tested, 0.35% active | AID 602346; in the data active means inhibition above about 50%, passing the limit was not always enough; inconclusive means no clear call, values can overlap the other calls; inactive means below about 31%; further: some results filed as inactive read as strong as hits
# MC4R antagonist: blocks human MC4R cAMP signaling; P32245; MC4R-expressing cells, MTII-stimulated cAMP, LANCE TR-FRET; inhibition, % at 6.5 µM; 360,000 tested, 0.48% active; AID 540295;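 active means inhibition above its plate's cutoff, the mean of tested wells on that plate plus 3 SD, cut at about 29% in these data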;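 further: 0% = Melanotan II alone and 100% = Melanotan II plus saturating MCL0020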
#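 Material: human MC4R-expressing U2OS cells. Probe or stimulus: Melanotan II challenge. Dosing: 6.5 µM single dose. Times: 30-min compound, 1-h challenge, 1-h detection, room temperature. Technique: TR-FRET with Eu-cAMP and labeled anti-cAMP, 671 nm. Replication: singlicate.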
# aDG glyco act: increases alpha dystroglycan glycosylation | AID 624168 | Pro5-aDG cells, alpha-DG glycosylation AlphaScreen (IIH6); 0% Pro5, 100% B10-LARGE cell signal | activation, % at 10 µM | 360,000 tested, 0.22% active;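 active means activation of at least 8% versus controls, or a plate z-score of at least 8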;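 further: Pro5 are CHO cells carrying HIG-tagged alpha-DG that lacks glycosylation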
# Exocytosis inh: lytic granule exocytosis inhibition; TALL-104 LAMP-1 surface exposure, flow cytometry; cells stimulated with thapsigargin and PMA; inhibition, % at 10 µM; 360,000 tested, 0.66% active;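 active means inhibition above about 55%, limit read from the data; inconclusive means no clear call, values can overlap the other calls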
# ABHD5 PLIN5 PPI: ABHD5-PLIN5 protein interaction inhibition; 360,000 tested, 0.78% active; Split G. princeps luciferase complementation, luminescence, 4 h; inhibition, % at 4 µM; Q00G26+Q8WTS1; AID 602281;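 active means inhibition above the mean inhibition across every tested compound plus 3 SD, cut at about 22% in these data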;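 further: 0% = DMSO only wells and the 100% control is not disclosed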
# Target sequence (Q00G26 whole entry, looked up): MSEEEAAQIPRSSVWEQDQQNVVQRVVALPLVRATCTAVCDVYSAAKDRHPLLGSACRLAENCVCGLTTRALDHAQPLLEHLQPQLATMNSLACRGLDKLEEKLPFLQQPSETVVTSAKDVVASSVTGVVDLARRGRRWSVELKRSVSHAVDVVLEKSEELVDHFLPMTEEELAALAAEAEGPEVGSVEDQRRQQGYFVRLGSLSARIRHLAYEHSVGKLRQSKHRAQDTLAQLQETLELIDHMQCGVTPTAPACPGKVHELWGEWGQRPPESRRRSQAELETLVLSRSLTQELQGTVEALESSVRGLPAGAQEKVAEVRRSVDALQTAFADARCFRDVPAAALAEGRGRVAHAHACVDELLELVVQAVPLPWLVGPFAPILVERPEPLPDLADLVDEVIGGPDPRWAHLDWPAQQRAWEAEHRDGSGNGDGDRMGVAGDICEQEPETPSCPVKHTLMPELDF
# Target sequence (Q8WTS1 whole entry, looked up): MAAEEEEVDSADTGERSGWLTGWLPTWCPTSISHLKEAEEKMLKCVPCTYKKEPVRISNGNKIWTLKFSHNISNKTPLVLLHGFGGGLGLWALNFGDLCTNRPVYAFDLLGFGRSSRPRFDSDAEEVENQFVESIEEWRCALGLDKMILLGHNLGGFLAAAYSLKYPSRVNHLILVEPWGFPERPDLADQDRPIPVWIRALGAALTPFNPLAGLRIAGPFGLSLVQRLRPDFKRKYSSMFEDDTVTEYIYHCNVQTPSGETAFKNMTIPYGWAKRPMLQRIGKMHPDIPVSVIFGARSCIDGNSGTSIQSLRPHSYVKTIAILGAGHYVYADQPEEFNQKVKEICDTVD
# * marks the source's active call; other numbers are inactive results; ? = inconclusive; nt = no result given.
NOD2-RIPK2 inh	TLR9-MyD88 block	ABCB6 inh 2	compound	MC4R barr agon	Glyco luc inh	Vif imaging	MC4R antagonist	aDG glyco act	Exocytosis inh	ABHD5 PLIN5 PPI
0.1	-11.6	81.0	COc1ccc(-c2cccc(C3CC=CC4C3C(=O)N(Cc3ccccc3)C4c3ccc4ccccc4c3)c2)cc1 (configuration not stated)	-1.2	1.1	-3.8	3.3	-0.1	-6.9	4.6
-1.6	-8.8	100.0	CCN(CC)S(=O)(=O)c1ccc(S(=O)(=O)N2CCCC2C(=O)O)cc1 (configuration not stated)	-0.3	3.1	-4.5	3.1	-0.2	-1.5	7.1
-15.8	-8.8	90.0	CC(C)NS(=O)(=O)c1ccc(OCC(=O)NC2CCCCCC2)cc1	0.2	-1.2	-4.1	14.6	0.7	0.0	-8.1
-13.8	8.6	88.0	CC(C)(C)c1ccc(C(=O)NCCC(=O)NCc2cccs2)cc1	-1.9	3.4	-3.4	2.7	-0.2	-2.4	-1.2
-3.1	5.5	101.0	COc1ccc(C(=O)Nn2c(C)nc3ccccc3c2=O)cc1Br	-0.2	-1.4	-5.8	1.2	-0.1	-11.5	-6.5
-3.2	2.2	95.0	COc1ccc(NC(=O)c2nnn(CC(=O)Nc3ccccc3OC)c2N)c(OC)c1	5.5	-0.7	2.2	-0.7	-0.1	0.6	-2.2
-6.2	-11.0	104.0	C=C1CCN(CC(=O)OC)S(=O)(=O)c2ccccc21	-0.1	-0.6	-0.3	3.2	0.2	-2.6	-1.9
-1.6	-7.0	90.0	CCOC(=O)c1c(C)[nH]c(NC(=O)NNC(=O)c2ccccc2Cl)c1C	0.5	3.9	-11.7	6.4	0.1	6.4	0.5
2.0	-2.9	89.0	CCOC(=O)CSc1nc2ccc(NC(C)=O)cc2s1	0.5	1.1	-4.0	5.9	0.0	-1.2	-5.4
-15.2	6.6	95.0	CCOc1ccc2c(c1)s/c(=N\S(=O)(=O)c1ccc(OC)cc1)n2C(F)F	-0.6	-2.2	0.5	-0.6	0.1	2.4	0.6
-11.3	-16.5	95.0	Cc1nnc(SCc2ccc(CC(=O)O)cc2)o1	-1.4	1.1	12.4	1.6	-0.2	-0.7	-0.9
0.7	0.0	95.0	CCn1ccnc1CNC(=O)c1ccc2oc(CCCc3ccccc3)nc2c1	-4.1	-0.8	3.0	-3.9	0.6	1.5	-4.9
-2.0	nt	94.0	CCOC1=C2[C@@H](CN(S(=O)(=O)c3ccc(C)cc3)[C@H]2c2cccc3ccccc23)[C@H]2C(=O)N(C)C(=O)[C@H]2C1	nt	-0.6	nt	nt	0.0	3.6	6.2
-4.2	0.6	96.0	O=C(Cn1cnc2ccccc21)Nc1ccc(F)c(F)c1	-2.5	1.5	-5.8	-6.8	0.3	17.8	5.2
-6.8	-3.8	97.0	OC(CCc1ccncc1)COc1ccccc1 (configuration not stated)	-1.4	0.3	-11.3	0.1	0.1	11.7	-8.1
2.2	-11.3	99.0	CSc1ccccc1C(=O)Nc1ncn[nH]1	1.5	1.1	0.7	15.0	0.1	-3.6	-9.9
-6.5	0.2	98.0	Cc1ccc(S(=O)(=O)NN=CC2(c3ccccc3)CC2)cc1	-0.4	-2.2	?	13.7	-0.2	6.3	-1.1
4.4	-1.2	95.0	Cc1nn(-c2ccccc2)c(C)c1NC(=O)COC(=O)c1ccc(Cl)c(S(N)(=O)=O)c1	-0.3	0.3	2.5	8.0	0.5	-4.5	-2.9
-1.5	1.0	97.0	NC(=O)c1nsc(C(=O)N(Cc2ccccc2Cl)C(C(=O)NCC2CCCO2)c2ccc(O)cc2)c1N (configuration not stated)	-1.1	-3.7	2.8	-2.3	0.2	-8.1	6.2
-8.4	-6.4	97.0	O=S(=O)(Nc1cc(Cl)ccc1N1CCOCC1)c1ccccc1Cl	0.0	-1.9	-6.3	4.8	0.2	-0.3	8.2
-6.3	nt	101.0	O=C(NC(c1ccc2c(c1)OCO2)c1ccccn1)C1CCN(CCOc2ccc(Cl)cc2Cl)CC1 (configuration not stated)	1.2	0.4	-3.1	5.3	0.5	-5.1	1.8
-11.4	6.6	101.0	Cc1ccccc1NC(=S)N1CCN(c2ccccc2)CC1	-0.8	0.6	-0.1	-1.3	0.0	5.2	3.3
0.9	-16.7	101.0	CN(C)S(=O)(=O)c1cccc(NC(=S)N/N=C/C(=O)c2ccccc2)c1	-3.5	-0.1	0.4	7.9	0.1	0.3	0.2
9.5	1.7	100.0	CCCCn1c(=O)[nH]c(=O)c2c1nc(-c1ccc(OC)c(Br)c1)n2CC(C)C	2.3	-1.7	2.5	17.0	0.0	37.1	-5.2
-13.8	6.5	89.0	Cc1ccc(S(=O)(=O)Nc2c3ccccc3nc(=O)n2-c2ccccc2)cc1	2.1	4.8	-8.6	6.2	-0.4	1.4	2.6
-7.4	13.9	97.0	NS(=O)(=O)c1cccc(NC(=O)CSc2nc3ccccc3c(=O)n2CCCN2CCOCC2)c1	-1.6	-2.3	-9.8	10.2	-0.1	-3.5	5.7
-3.0	3.2	98.0	N/C(=N\O)c1ccncc1	4.5	-0.7	-10.6	9.0	0.1	0.2	-3.6
-3.5	-8.0	102.0	CC1C=CCC2C(=O)N(c3ccccc3OC(=O)c3ccco3)C(=O)C12 (configuration not stated)	2.4	-0.2	-0.6	-6.8	0.0	-1.6	-0.7
-4.2	0.4	92.0	CCc1ccc(C(=O)CCC(=O)Nc2cccc(S(=O)(=O)N3CCCCC3)c2)cc1	-0.8	-2.5	-3.0	-0.2	0.3	1.4	-5.2
-1.8	-5.6	97.0	Cc1cccc(C)c1NC(=O)CN(C)C(=O)[C@H](C)NC(=O)c1ccco1	-0.1	1.6	2.2	5.7	-0.1	-2.4	-6.0
-7.5	-4.5	84.0	COc1ccc(S(=O)(=O)Nc2c(O)c3ccccc3oc2=O)cc1	-1.2	1.2	-1.3	1.9	-0.1	7.1	-3.6
-16.1	-3.9	99.0	COc1cccc(N(CC(=O)NCC2CCCO2)C(=O)CNS(=O)(=O)c2ccccc2)c1 (configuration not stated)	-0.7	0.3	-7.4	-2.6	0.1	0.2	0.7
-18.8	3.5	100.0	CC(C)CN(C(=O)c1ccc(N2CCCC2=O)cc1)C1CCS(=O)(=O)C1 (configuration not stated)	-3.9	-1.2	15.4	-5.5	0.0	5.8	-7.2
-6.2	3.0	93.0	CSc1cc(-c2ccccc2)[nH]c(=O)c1C#N	-0.2	0.2	-4.8	3.4	-0.1	1.3	7.4
2.2	-7.3	102.0	CCN(C(=O)COC(=O)c1ccc(C)c(S(=O)(=O)N2CCCCC2)c1)C1CCS(=O)(=O)C1 (configuration not stated)	0.5	-0.2	-2.3	7.1	-0.2	-24.2	-2.6
-4.1	nt	91.0	CC1=C(C(=O)N(C(C)C)C(C)C)CC(CC(=O)NCCN2CCOCC2)C(=O)N1Cc1ccc(C(C)(C)C)cc1 (configuration not stated)	nt	0.8	nt	nt	-0.1	-1.2	1.3
-6.7	-0.2	101.0	COC(=O)c1ccccc1NC(=O)CN1CCN(c2ccccn2)CC1	0.4	-0.9	-2.3	1.3	0.7	-1.0	-0.1
-5.7	1.1	97.0	CCOC(=O)c1sc(NC(=O)c2ccccc2OC)nc1C	5.4	-12.4	-2.1	8.3	0.3	-2.6	-2.1
-3.0	-8.3	97.0	CCCCNC(=S)N1CCN(CC)CC1	2.5	0.9	-6.9	-0.7	-0.2	0.6	-5.5
-1.6	1.9	99.0	CCN(CCS(=O)(=O)c1ccc(Cl)cc1)Cc1nc2ccccc2c(=O)[nH]1	0.1	1.5	-0.2	7.0	0.0	0.0	3.4
5.2	10.0	95.0	Cc1cc(C)n2nc(C(=O)NC(c3ccccc3)c3ccccc3)nc2n1	-1.6	-2.7	4.6	1.6	0.0	-0.8	4.7
6.5	9.7	99.0	C=CCOc1ccc(/C=C/C(=O)OCC(=O)NCc2cccs2)cc1	1.6	3.6	3.4	-4.0	-0.2	19.0	1.7
-2.8	-11.5	103.0	CCCS(=O)(=O)NCc1ccc2c(c1)cc(C)n2C	-1.5	-3.3	9.7	-10.8	0.0	-4.2	-4.9

# High-throughput results: PubChem, several laboratories

# These rows are one share of the data (hit frequency here may not be typical).
